# OX1R antag = blocks the human orexin 1 receptor | OX1R-expressing cells, FRET antagonist read-out | O43613 | 1.8% of 330,000 active | inhibition, % at 6.6 µM; in the data active means inhibition mostly above about 38%, no sharp cut-off; inactive means mostly below about 40%;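 further: 0% = agonist challenge alone and 100% = reference antagonist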
# Target sequence (O43613 whole entry, looked up): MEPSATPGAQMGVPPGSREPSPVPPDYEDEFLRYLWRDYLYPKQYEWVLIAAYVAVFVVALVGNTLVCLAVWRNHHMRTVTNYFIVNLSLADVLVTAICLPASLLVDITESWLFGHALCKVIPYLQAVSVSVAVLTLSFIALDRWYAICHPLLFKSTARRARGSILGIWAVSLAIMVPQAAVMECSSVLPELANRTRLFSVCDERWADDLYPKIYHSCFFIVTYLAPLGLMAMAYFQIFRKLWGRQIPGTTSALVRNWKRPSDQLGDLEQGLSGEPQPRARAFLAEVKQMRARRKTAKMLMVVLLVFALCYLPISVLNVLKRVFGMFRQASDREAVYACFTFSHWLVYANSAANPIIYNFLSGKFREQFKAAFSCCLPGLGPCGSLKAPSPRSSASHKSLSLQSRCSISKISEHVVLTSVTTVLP
# STK33 inh = human STK33 kinase inhibition. AID 2661. inhibition, % at 10 µM. 0.073% of 320,000 active. purified STK33, MBP phosphorylation, ADP-Glo luminescence. Q9BYT3;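 active means inhibition at or above 25%, using the most active replicate where run in duplicate; inactive means inhibition below 25%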
# Target sequence (Q9BYT3 whole entry, looked up): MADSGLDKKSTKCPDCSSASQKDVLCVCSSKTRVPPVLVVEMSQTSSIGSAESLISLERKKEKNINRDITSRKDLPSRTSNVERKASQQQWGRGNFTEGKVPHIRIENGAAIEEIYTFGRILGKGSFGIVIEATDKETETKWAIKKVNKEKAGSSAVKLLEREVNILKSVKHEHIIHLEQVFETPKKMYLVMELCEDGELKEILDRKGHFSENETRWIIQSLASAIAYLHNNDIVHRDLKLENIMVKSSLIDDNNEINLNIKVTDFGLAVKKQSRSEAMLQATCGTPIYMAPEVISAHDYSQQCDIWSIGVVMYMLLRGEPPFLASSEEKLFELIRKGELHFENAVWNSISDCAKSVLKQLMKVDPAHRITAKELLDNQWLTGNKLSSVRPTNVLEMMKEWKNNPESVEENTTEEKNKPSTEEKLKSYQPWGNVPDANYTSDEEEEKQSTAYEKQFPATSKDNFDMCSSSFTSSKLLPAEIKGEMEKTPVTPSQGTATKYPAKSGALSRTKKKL
# Starred values were filed as active, the others as inactive; . = no result given.
SMILES,OX1R antag,STK33 inh
COc1ccc(Nc2ncnc3ccc(Br)cc23)cc1OC,1.2,14.6
CC(C/C=N/NC(=O)COc1cc(Cl)ccc1Cl)c1ccccc1 (stereo not drawn),16.4,-0.3
Cc1cc(C)n(-c2ccc(C(=O)O)cc2)n1,0.8,-0.2
COc1ccc(N2CCN(c3nccs3)CC2)cc1,10.2,-0.1
NC(=O)CSc1nnc(-c2cccnc2)n1Cc1ccccc1,7.2,-0.5
CC(C)CN1C=C2C(=O)C(C)(OC(=O)C3CCCC3)C(=O)C=C2C=C1c1ccsc1 (stereo not drawn),29.1,-0.6
CCOc1ccccc1OCCOc1ccccc1OC(C)C,12.9,0.1
O=C(NCc1cccnc1)C(=O)Nc1nc(-c2ccccc2)cs1,5.1,-1.0
CCOC(=O)c1csc(NC(=O)CSc2nnc(C3CC3)n2C)n1,-0.7,-1.0
CC1CCN(C(=O)C2Cc3ccccc3CN2S(=O)(=O)c2ccc(F)cc2)CC1 (stereo not drawn),19.9,-1.8
c1ccc(-c2cnc(-c3ccccn3)nn2)cc1,45.9,5.4
NC(=O)Cn1cc(C(=O)c2cccs2)c2ccccc21,0.6,0.4
Clc1cccc(Cl)c1-c1nnc2ccc(N3CCOCC3)nn12,9.2,-0.8
Cc1ccc(NC(=O)C2CCCN(S(=O)(=O)c3cnc[nH]3)C2)c(Br)c1 (stereo not drawn),5.5,1.0
CCOC(=O)CCc1c(C)nc(-n2[nH]c(C)c(CCO)c2=O)[nH]c1=O,0.9,-1.0

# Single entries from the list.
# Value of CC(C)CN1C=C2C(=O)C(C)(OC(=O)C3CCCC3)C(=O)C=C2C=C1c1ccsc1 (stereo not drawn) in OX1R antag: 29.1
# Value of Cc1cc(C)n(-c2ccc(C(=O)O)cc2)n1 in OX1R antag: 0.8
# Value of NC(=O)Cn1cc(C(=O)c2cccs2)c2ccccc21 in OX1R antag: 0.6

# (list continues)
SMILES,OX1R antag,STK33 inh
Cc1ccnc(SC2CC(=O)N(c3ccc(Cl)cc3)C2=O)n1 (stereo not drawn),.,0.3
CC(=O)c1ccccc1OCc1ccc(S(=O)(=O)Cc2ccccc2)cc1,-1.3,-14.8
Cc1n[nH]c(=S)n1/N=C/c1ccccc1OCc1ccc(Cl)cc1Cl,8.3,-0.7
COc1ccc(C(=O)CN2C(=O)C(C)(C)Oc3ccc(C(=O)N4CCCCCC4)cc32)cc1,10.4,-0.2
CSc1nc2ccc(S(=O)(=O)N3CCCC3)cc2s1,6.1,0.7
COC(=O)c1cn(NC(=O)/C=C/c2ccc(OC)c(OC)c2)c(=O)c2ccccc12,12.5,1.0
CC(C)(C)N(Cc1ccccc1)C(=O)COC(=O)CSc1ccc([N+](=O)[O-])cc1,23.1,-3.0
COc1cccc(C(=O)Nc2ccncc2)c1,15.1,0.2
COc1cc(CC(=O)Nc2sccc2C(N)=O)cc(OC)c1OC,34.9,-2.9
O=S(=O)(CCN1CCOCC1)c1ccccc1,.,-0.9
COC(=O)c1c(NC(=O)CSc2nnnn2-c2ccccc2)sc2c1CCCC2,25.9,-1.3
Cc1ccc(OCC(=O)N(Cc2cccc(F)c2)C2CCS(=O)(=O)C2)cc1 (stereo not drawn),29.5,-0.6
Cc1sc(/C=C2\C(=O)ON=C2c2ccccc2)cc1Br,20.0,-0.1
O=[N+]([O-])c1ccc2[nH]cc(S(=O)(=O)N3CCN(c4cccc(Cl)c4)CC3)c2c1,7.9,-1.2
CCCC(=O)NC(Nc1c(C)n(C)n(-c2ccccc2)c1=O)C(Cl)(Cl)Cl (stereo not drawn),11.7,0.3
CCc1ccc2[nH]c(=O)c(CN(CCCN3CCOCC3)C(=O)Nc3ccc(F)cc3)cc2c1,4.7,0.4
O=C(CN1C(=O)c2cccc3cccc(c23)C1=O)N1CCCCC1,79.7*,-0.3
CCC(C)(C)C1CCC2(CC1)NC(=O)N(CC(=O)NCCOc1ccccc1)C2=O (stereo not drawn),3.1,-1.8
COc1ccc(CN2C3CCC2CC(NC(=O)c2cc(OC)c(OC)c(OC)c2)C3)cc1 (stereo not drawn),-1.5,-0.7
Cc1ccc(/C=C/C(=O)N2CCN(Cc3ccccc3)CC2)o1,6.4,-2.4
Cc1nc2sc3c(c2c(=N)n1N)CCCC3,23.3,0.9
Cc1nn(-c2ccc(F)cc2)c(Cl)c1C(=O)N(C)CC(=O)Nc1cccc(F)c1,9.7,-0.1
CCN(Cc1cnn(C)c1)C(=O)c1cc(COc2cc(C)c(Cl)c(C)c2)on1,6.5,0.3
CC(C)Cc1nnc(NC(=O)CCC(=O)N2CCN(c3ccccc3)CC2)s1,2.5,-1.1
COc1cccc(CN(C)C(=O)CN2C(=O)NC(c3ccccc3)(c3ccccc3)C2=O)c1,9.8,.
CCSC(=S)Nc1c(C)n(C)n(-c2ccccc2)c1=O,13.2,0.7
Cc1nn(C)c(Cl)c1CN1CCC(CO)(CC2CCCCO2)CC1 (stereo not drawn),25.6,-0.2
CCN1CCSc2ccc(C(=O)NCc3cccc(F)c3)cc21,3.0,-0.6
CC(=O)CSc1nnc(-c2ccco2)n1-c1ccccc1,-15.8,0.0
COc1ccc(CCn2c(=O)c3cccnc3n(Cc3cccc([N+](=O)[O-])c3)c2=O)cc1OC,8.5,0.5
O=C(O)c1ccc(NC(=O)C2CCCCC2)cc1,5.9,-1.3
N#Cc1cnc(Oc2ccc(Cl)cc2)nc1N,-1.7,-1.7
COc1cc2c(cc1OC)C(C)N(C(=O)c1cccc([N+](=O)[O-])c1)CC2 (stereo not drawn),47.8,-0.8
COc1ccc(C(=O)CC2SC(N)=NC2=O)cc1 (stereo not drawn),17.9,-0.6
Cc1cccc(-n2cc(CN3CCN(Cc4nccn4C)CC3)c(-c3cccc(F)c3)n2)c1,7.2,-1.2
Cc1ccc([N+](=O)[O-])cc1NC(=O)CCCOc1ccccc1,20.1,0.3
CCCN1C(=O)SC(CC(=O)Nc2ccc(Br)cc2)C1=O (stereo not drawn),62.8,1.1
CC(=O)Nc1cc([N+](=O)[O-])ccc1N1CCOCC1,30.4,-1.6
CC(=O)Nc1ccc(C2NC(=O)c3ccccc3O2)cc1 (stereo not drawn),4.8,0.7
CC(C)(C)c1ccc(C(CC(=O)O)NC(=O)Cc2ccc(Cl)cc2)cc1 (stereo not drawn),19.4,-0.5
COc1ccc(Nc2nc(Nc3ccc(OC)cc3)nc(SC3=NCCS3)n2)cc1,37.0,0.1
COC(=O)c1cccc(CSc2nc3ccccc3[nH]2)c1,31.4,1.2
O=C(NC1CC2CCCC(C1)N2Cc1ccccc1)c1cccc(Cl)c1 (stereo not drawn),6.1,.
Cc1cc(=O)n(C)c(=O)n1CCCCOc1cccc([N+](=O)[O-])c1,35.9,-0.6
O=C(Nc1ccccc1)N1CCCC1c1cccs1 (stereo not drawn),19.9,0.9
COc1ccccc1C(CNC(=O)c1cc(C)nc2ccccc12)N(C)C (stereo not drawn),4.9,-0.8
COc1ccc(N=c2cc(-c3ccc(OC)cc3)oc3ccccc23)cc1,16.9,.
Clc1ccccc1-c1ccc2ncnc(NCc3cccnc3)c2c1,7.8,-0.2
Cc1ccc2sc(N(CCN(C)C)C(=O)c3ccc4ccccc4c3)nc2c1C,1.4,-1.3
Cc1c(C(=O)NN)sc(-c2ccccc2)c1C#N,7.1,0.3
CCOc1ccc(-n2c(=S)sc3c(=O)n(-c4ccccc4)c(SC)nc32)cc1,2.7,-0.2
COc1cccc(Cn2nnc(C(=O)NCc3ccc4c(c3)OCO4)c2N)c1,1.6,-2.0
Cc1ccc(C(C(=O)NC2CCCC2)N(Cc2cccs2)C(=O)CNC(=O)c2cccs2)o1 (stereo not drawn),13.6,0.5
COc1ccc(/C=C/C(=O)NC2CC3CCC2C3)cc1 (stereo not drawn),0.6,-1.2
Cc1cc(NC(=O)c2ccc(Cl)cc2)n(-c2ccccc2)n1,-14.6,0.1
COc1ccc(OC)c(-c2cc(C(=O)NCc3ccc(Cl)cc3)no2)c1,3.1,0.1
Cc1ccc(Oc2ccc(NC(=O)CCC(=O)OCC(=O)c3cccs3)cc2)cc1C,11.7,-1.0
CC1CCCC(C)N1CCCNC(=O)c1csc2c1CCCCC2 (stereo not drawn),10.3,3.6
O=C(Nc1cccc(S(=O)(=O)Nc2ccc(SC(F)F)cc2)c1)C1CCC1,16.8,-1.1
Cc1sc(NC(=O)c2ccccc2F)c(CN2CCCCC2)c1C,7.0,1.1

# Reformatted: results already given
> CCC(C)(C)C1CCC2(CC1)NC(=O)N(CC(=O)NCCOc1ccccc1)C2=O (stereo not drawn)
  OX1R antag: 3.1; STK33 inh: -1.8
> COc1cccc(Cn2nnc(C(=O)NCc3ccc4c(c3)OCO4)c2N)c1
  OX1R antag: 1.6; STK33 inh: -2.0

# Three compounds from above, arranged by length of the SMILES, high to low:
SMILES,OX1R antag,STK33 inh
Cc1ccc(C(C(=O)NC2CCCC2)N(Cc2cccs2)C(=O)CNC(=O)c2cccs2)o1 (stereo not drawn),13.6,0.5
O=C(Nc1cccc(S(=O)(=O)Nc2ccc(SC(F)F)cc2)c1)C1CCC1,16.8,-1.1
COc1ccc(/C=C/C(=O)NC2CC3CCC2C3)cc1 (stereo not drawn),0.6,-1.2

# Remaining list, next part:
SMILES,OX1R antag,STK33 inh
Fc1ccc(C(c2nnnn2C2CCCC2)N2CCc3ccccc32)cc1 (stereo not drawn),16.0,0.4
O=C(Nc1ccccc1)c1ccc(NCc2cccnc2)c(S(=O)(=O)N2CCOCC2)c1,25.9,0.0
CCOC(=O)C1CCN(C(=O)COc2ccc(Br)cc2)CC1,15.1,-0.6
CN(C)CCN(C(=O)C1=COCCO1)c1nc2ccc(F)cc2s1,6.6,0.1
COc1cccc(N(CC(=O)NCCSCc2ccco2)S(=O)(=O)c2ccccc2)c1,45.3*,4.9
Cc1ccc(S(=O)(=O)NCC(=O)N(CC(=O)NCC2CCCO2)Cc2ccccc2Cl)cc1 (stereo not drawn),16.5,-0.5
CCN1CCN(C(=O)C2CCCN(c3ncnc4c3nc3n4CCCCC3)C2)CC1 (stereo not drawn),13.2,-1.6
COc1ccc(-c2csc3ncnc(N4CCN(S(=O)(=O)c5cccc(C(F)(F)F)c5)CC4)c23)cc1,4.1,.
CCCN1CCC(=O)N(CCO)CC1,6.8,0.3
O=[N+]([O-])c1cccc(-c2c(-c3ccccc3)ncc3cc(F)ccc23)c1,9.1,-2.7
Cc1c(OC(C)C(=O)NCC2CCC(C(=O)O)CC2)ccc2c(-c3ccccc3)cc(=O)oc12 (stereo not drawn),22.5,-0.5
COc1ccccc1CC(=O)N1CCN(S(=O)(=O)c2ccccc2)CC1,12.3,-1.5
COc1ccc(C)cc1S(=O)(=O)NC(C)c1cnn(-c2ccccn2)c1C (stereo not drawn),16.4,-0.1
O=C(CSc1ncccn1)NC(=O)NCc1ccccc1,8.6,-1.8
O=C(CSc1nnc(-c2ccco2)o1)N1CCCCC1,9.3,0.5

# In the list so far, these contain a cyano group.
SMILES,OX1R antag,STK33 inh
N#Cc1cnc(Oc2ccc(Cl)cc2)nc1N,-1.7,-1.7
Cc1c(C(=O)NN)sc(-c2ccccc2)c1C#N,7.1,0.3

# Continued:
SMILES,OX1R antag,STK33 inh
COc1ccc(OCc2cc(C(=O)N3CCN(CC(=O)N(C)C)CC3)no2)c(Cl)c1,3.5,-1.0
CCCc1nn(C(=O)c2ccccc2)c2c1C(=O)CC(C)(C)C2,1.2,0.3
CC(C)(C)c1ccc(C(=O)NCc2nnc(SCC(=O)NCc3ccco3)o2)cc1,10.7,-1.6
Cc1ccc(S(=O)(=O)N2CCN(C(=O)C3CC3C)CC2)c(C)c1 (stereo not drawn),3.4,-0.3
Cc1ccc(OCC(=O)N(C)CC(=O)Nc2ccc(Cl)c(C(F)(F)F)c2)c([N+](=O)[O-])n1,9.3,1.2
O=C(CSCc1ccc(Cl)cc1)N1CCN(Cc2ccc3c(c2)OCO3)CC1,29.6,-1.1
COc1ccccc1-c1ccc(=O)n(CC(=O)NCc2ccco2)n1,34.5,-0.3
CC(C)C(=O)Nc1ccc(C(=O)NNC(=O)CCCOc2ccc(Cl)cc2Cl)cc1,6.0,-0.6
CC(=O)NCC1CCN(C(=O)C2CCC(=O)N(CCc3cccc(F)c3)C2)CC1 (stereo not drawn),38.2,-0.2
O=C(c1ccccc1OC(F)F)N1CCN(S(=O)(=O)c2ccc3c(c2)OCCCO3)CC1,3.2,2.5
COc1cccc(NC(=O)CCNS(=O)(=O)c2cccc3nsnc23)c1,35.6,-0.2
COc1ccc(NC(=O)CCNS(=O)(=O)c2cccc3nonc23)cc1Cl,15.1,-0.8
COc1ccc(CN2C(=O)C(=O)N(CC(N)=O)C2=O)cc1,11.9,-1.9
COc1ccc(CNC(=O)CCc2ccc(S(=O)(=O)N3CCCCCC3)cc2)cc1,2.2,-1.9
CC(C)=CC(=O)Nc1ccc(Br)cc1,7.4,-2.2
COC(=O)CCN(C(=O)c1ccc(OC(C)=O)cc1)c1ccccn1,14.4,-0.8
NC(=O)Cn1nc([N+](=O)[O-])nc1Oc1ccc(Br)cc1,19.6,-1.3
Cc1ccc(/C=N/n2c(C)nnc2C)o1,0.7,-3.2
O=C(COc1ccc(Oc2ccccc2)cc1)NC1CCS(=O)(=O)C1 (stereo not drawn),9.8,-1.0
Cc1ccc(C2(CCNCc3ccc(N(C)C)cc3)CCOC(C(C)C)C2)cc1 (stereo not drawn),7.2,2.0
COc1ccccc1NC(=O)CN1CCOCC1,-4.5,-0.1
COc1ccc(NC(=O)CCCN2C(=O)CN(C)C2=O)cc1Cl,0.3,0.0
CN(C)c1ccc(N=Cc2nc(-c3ccccc3)oc2O)cc1,39.0,-0.5
CCOc1ncccc1C(=O)OC(C)C(=O)Nc1ccc(CC)cc1 (stereo not drawn),33.8,0.1
O=S(=O)(c1ccc2nc(SCc3ccc(Cl)cc3)[nH]c2c1)N1CCOCC1,14.3,-3.8
O=S(=O)(c1cccs1)N1CCC(CO)(Cc2cccc(F)c2)CC1,21.5,-3.0
CC(C)c1nc2c(s1)CCc1onc(-c3ccc(Cl)cc3)c1-2,16.6,-0.3
Cc1ccc(C(=O)Oc2ccc([N+](=O)[O-])cc2)cc1S(=O)(=O)N1CCCCCC1,9.1,0.3
COc1ccccc1CCC(=O)N1CCN(S(=O)(=O)c2cccc(F)c2)CC1,4.6,0.8
CN1CCC(=O)N(CCSc2ccc(Br)cc2)CC1,18.1,-1.9
COc1ccc(-c2noc(CSc3nc(N)c(-c4ccccc4)c(=O)[nH]3)n2)cc1,4.0,-2.8

# An unsorted share of the library; any-hit rate near 1.8%.
